Source: PubChem BioAssay (The Scripps Research Institute Molecular Screening Center)
SRC3 TRFRET art – TR-FRET artefact, counter-screen to PPARgamma/SRC-3 agonist assay | AID 1048 | PPARgamma/SRC-3 format; active compounds read high | 99,000 tested, 0.39% active | TR-FRET ratio at 8 µM; in the data active = TR-FRET ratio above about 2000; also: inactives centre near 1600; reference of the scale not given here
SRC1 TRFRET art – TR-FRET artefact, counter-screen to PPARgamma/SRC-1 agonist assay | TR-FRET ratio at 8 µM | TR-FRET detection artefact counter-screen, emission ratio; active compounds read high | AID 1051 | 99,000 tested, 0.34% active; in the data active = TR-FRET ratio above about 2300; also: inactives centre near 1800; reference of the scale not given here
Numbers without * were called inactive. A portion of the library, so the mix of outcomes need not match the whole.

SMILES	SRC3 TRFRET art	SRC1 TRFRET art
CCOc1ccc(S(=O)(=O)NC(C)C)cc1C(N)=O	1521	1636
Cn1ccnc1C1CCCCN1Cc1nc(-c2ccc3c(c2)OCO3)no1 (centres undefined)	1488	3563*
CN(CC(=O)Nc1ccc(F)cc1)C(=O)COc1ccc([N+](=O)[O-])cc1Cl	1722	1809
C/C(CC(=O)Nc1ccc(Cl)cc1Cl)=N\NC(=O)C(=O)NCCO	1533	1596
O=C(Cn1nnc(-c2cccc(C(F)(F)F)c2)n1)NC1CCCC1	1558	1760
CCn1c(C)nc2cc(C(=O)NNC(=O)Nc3ccc(Cl)c(Cl)c3)ccc21	1520	1609
COc1ccc(CCNC(=S)NCCc2c[nH]c3ccccc23)cc1	1446	1743
Cc1cc(CNC(=O)COc2cc(F)ccc2[N+](=O)[O-])c2ccccc2n1	1501	1577
CC(C)(C)c1csc(NC(=O)Nc2ccccc2)n1	1623	1703
CCc1ccccc1NC(=S)N(CCCN1CCOCC1)Cc1cccs1	1391	1463
CC(C)c1onc(C(=O)N(C)C2CCCCC2)c1[N+](=O)[O-]	1351	1852
COc1ccc(C(=O)N/C(=C/c2cccc3ccccc23)C(=O)NCCc2c[nH]c3ccccc23)cc1OC	1700	2108
CNS(=O)(=O)c1cccc(C(=O)OCC(=O)Nc2cc(F)ccc2F)c1	1548	1917
O=C(OCC(=O)N1CCCCCC1)c1ccc(S(=O)(=O)N2CCOCC2)cc1	1367	1690
CCN1C(=O)C(=O)N(CC(=O)Nc2ccccc2Oc2ccccc2)C1=O	1761	1853
Cc1cc(OCC(=O)N(C)C2CCCCC2)cc(C)c1Cl	1582	1764
COc1ccc(NC(=O)C(C)SCc2ccccc2)cc1 (centres undefined)	1671	1669
O=C(Nc1ccc(Cl)cn1)C1COc2ccccc2O1 (centres undefined)	1592	1865
Cc1cc(C)cc(OCC(=O)N2N=C(c3cccnc3)CC2(O)C(F)(F)F)c1 (centres undefined)	1629	1727
C=CCOc1ccccc1CNCCNC(=O)c1nonc1N	1460	1608
CC1CC(C)CN(CCCNC(=O)c2cc3c(=O)[nH]c4ccccc4c3n2C)C1 (centres undefined)	1406	1633
COc1ccccc1/C=N/NC(=O)c1ccc(Br)cc1	1846	2364*
CN(C)C(=S)Nc1ccc2c(c1)OCO2	1598	1774
Cc1nnc(N/N=C/c2ccco2)n1N	1641	1653
Cc1[nH]c2ccc(F)cc2c1CCN(Cc1ccncc1)C(=S)Nc1ccc(F)cc1	1562	1666

For reference, part of the list above:
SMILES	SRC3 TRFRET art	SRC1 TRFRET art
Cc1cc(CNC(=O)COc2cc(F)ccc2[N+](=O)[O-])c2ccccc2n1	1501	1577
CC(C)(C)c1csc(NC(=O)Nc2ccccc2)n1	1623	1703

(listing goes on)
SMILES	SRC3 TRFRET art	SRC1 TRFRET art
CCCc1[nH]n(-c2ccc(F)cc2)c(=O)c1C=Nc1ccc(C)cc1	1409	1771
Cc1ccc(C(=O)N/C(=C\c2ccc(-c3ccc(Br)cc3)o2)C(=O)NC2CCS(=O)(=O)C2)cc1 (centres undefined)	1603	1707
N/C(=N\OC(=O)c1cc(-c2ccccc2)nc2ccccc12)c1ccccn1	1383	1727
NC(N)=Nc1nc2ccc(Br)cc2c(=O)[nH]1	1766	1787
CCC1=Nc2cc(C(=O)NCc3ccco3)ccc2Sc2ccc(Cl)cc21	1508	1838
O=C(O)c1cc(/C=C/c2ccc(N3CCOCC3)cc2)nc2ccccc12	1512	1892
NC(=O)c1cc2ccc(O)cc2oc1=NCc1ccccc1	1289	1719
CCOc1ccc2nc(N3CCCN(C(=O)Nc4ccccc4C)CC3)c(C#N)cc2c1	1298	1668
COc1ccccc1C(=O)NNC(=S)NC(=O)c1cc(OC)c(OC)c(OC)c1	1819	1850
Cc1cccc(C)c1NCc1n[nH]c(=S)n1-c1ccccc1	1672	1968
O=C(COC(=O)c1ccc(O)cc1)NCc1ccc2c(c1)OCO2	1424	1665
CCOC(=O)c1sc(NC(=O)CN2C(=O)NC3(CC(C)CC(C)(C)C3)C2=O)c(C(=O)OCC)c1C (centres undefined)	1650	1668
CCN(CC)S(=O)(=O)c1ccc(N2CCOCC2)c(NC(=O)CC23CC4CC(CC(Br)(C4)C2)C3)c1	1498	1612
O=C1OC(=O)C2C1[C@@H]1CC[C@H]2O1 (some centres undefined)	1651	1463
CC(=O)Nc1cn(-c2ccccc2)nc1-c1ccccc1	1446	1765
O=C(O)CCc1ccc(-c2cccs2)n1CCc1ccccc1	1470	1470
COc1ccc(-c2nnc3ccc(SCC(=O)Nc4cc(C)on4)nn23)cc1	1547	1842
Cn1cc(CNCc2cnc3ccccn23)c(-c2ccc(Oc3ccccc3)cc2)n1	1648	1778
Cc1cc(C)nc(N/N=C/c2ccccc2OCc2ccccc2)n1	1453	1767
O=C(NC(Nc1nc2ccc([N+](=O)[O-])cc2s1)(C(F)(F)F)C(F)(F)F)c1ccccc1Cl	1488	1815
CCN1CCN(CCNC(=O)c2ccc(CS(=O)(=O)c3ccccc3C)o2)CC1	1531	2061
Cc1ccc(NC(=O)C(C)N=C2NS(=O)(=O)c3ccccc32)cc1 (centres undefined)	1672	1671
Nc1nc(-c2ccccn2)nc(N)c1Cc1ccc(Cl)cc1Cl	1546	1864
O=C(Cc1ccccc1)Nn1c(O)c(/C=C2\C=Nc3ccccc32)sc1=S	1630	2099
COc1ccc2c(CC(=O)NCCN3C(=O)S/C(=C\c4cccnc4)C3=O)coc2c1	1627	1690
SMILES	SRC3 TRFRET art	SRC1 TRFRET art
C=CCNC(=O)N1CCC(CO)(Cc2ccc(Cl)cc2)CC1	1620	1947
O=C(Cc1ccc(Br)cc1)Nc1cccc(Cl)c1	1659	1957
CC(=O)NS(=O)(=O)c1ccc(NC(=O)/C=C/c2ccco2)cc1	1594	1869
COc1ccc(OC)c(NC(=O)CSc2nnc(-c3cccnc3)s2)c1	1442	1752
O=C(CCN1C(=O)/C(=C/C=C/c2ccccc2)SC1=S)Nc1nc2ccccc2s1	1631	1848
Cc1ccc(S(=O)(=O)N2CC=C(C(=O)NCc3ccc(F)cc3)CC2)cc1	1656	1921
N/C(=N/OS(=O)(=O)c1ccc([N+](=O)[O-])cc1)c1ccncc1	1626	1876
CCOC(=O)c1c(-c2ccccc2)csc1NC(=O)COc1ccc2c(C)cc(=O)oc2c1	1551	1912
O=C1CN(Cc2cc(=O)oc3cc4c(cc23)CCC4)CCN1	1488	1819
Cc1ccccc1NC(=S)N(CCN(C)C)C(C)c1ccco1 (centres undefined)	1651	1803
CCN1C=C(C(=O)OC)C(c2cccc(OC)c2OC)C(C(=O)OC)=C1	1549	1932
CCOC(=S)SCC(=O)N1CCc2cc(OC)c(OC)cc2C1C1C(=O)CC(C)(C)CC1=O (centres undefined)	1576	1694
O=c1c(Br)c(N2CCOCC2)cnn1-c1ccccc1	1727	1849
C(=N\n1c2ccccc2c2ccccc21)/c1ccccc1	1489	2011
Cc1cc(C)nc(SCC(=O)NNC(=O)c2cccs2)n1	1345	1773
CCCC(=O)Nc1ccc(Cl)c(NC(=O)c2cccc(OC)c2)c1	1659	1766
O=C(N/N=C/c1ccc2c(c1)OCO2)c1cc(-c2ccc(F)cc2)nc2ccccc12	1562	1811
O=C(O)Cn1ncc2ccccc2c1=O	1555	2031
CCOC(=O)c1sc(NC(=O)c2ccccc2F)c(C(N)=O)c1C	1694	1736
Cc1ccc(C)c(NC(=O)C(=O)NCCCN2CCOCC2)c1	1627	1611
Cc1ccc(NC(=O)COC(=O)c2ccccc2Cl)cc1S(=O)(=O)N(C)C	1780	1838
Cc1ccccc1OCC(=O)NNC(=O)Nc1ccccc1	1494	1798
Cc1occc1C(=O)N/N=C/c1sc(N2CCOCC2)nc1-c1ccccc1	1671	1808
Cc1cccc(N(Cc2ccccc2)C(=O)CCl)c1	1374	1823
Cc1nc2ccccc2n1C(=O)c1ccc(Cl)cc1[N+](=O)[O-]	1809	1758

Exported with two lines to a compound: 5 of the compounds above.
Each structure is followed by: SRC3 TRFRET art, SRC1 TRFRET art
> CCOc1ccc2nc(N3CCCN(C(=O)Nc4ccccc4C)CC3)c(C#N)cc2c1
 : 1298, 1668
> COc1ccccc1C(=O)NNC(=S)NC(=O)c1cc(OC)c(OC)c(OC)c1
 : 1819, 1850
> Cc1cccc(C)c1NCc1n[nH]c(=S)n1-c1ccccc1
 : 1672, 1968
> O=C(COC(=O)c1ccc(O)cc1)NCc1ccc2c(c1)OCO2
 : 1424, 1665
> CCOC(=O)c1sc(NC(=O)CN2C(=O)NC3(CC(C)CC(C)(C)C3)C2=O)c(C(=O)OCC)c1C (centres undefined)
 : 1650, 1668

(listing goes on)
SMILES	SRC3 TRFRET art	SRC1 TRFRET art
CN1CCc2ccccc2CC1=O	1565	1975
COc1ccc(/C=C(\C#N)C(=O)OC2CCOC2=O)cc1 (centres undefined)	1515	1603
CCOC(=O)c1ccc(NC(=S)NCCc2ccc(F)cc2)cc1	1803	1857
Cc1noc(NS(=O)(=O)c2ccc(NC(=O)c3ccc(N4C(=O)c5ccccc5C4=O)cc3)cc2)c1C	1718	1655
O=[N+]([O-])c1cc(Cl)ccc1-c1nc(-c2ccncc2)no1	1454	1655
CCCCCC(=O)N/N=C/c1ccco1	1456	1623
CC(=O)N1CCC(N(CCN2CCOCC2)C(=S)Nc2cccc(C)c2C)CC1	1508	1608
CCOC(=O)C1CCCN(C(=O)c2cc(-c3ccc(F)cc3)nc3ccccc23)C1 (centres undefined)	1652	1937
O=C(CCNC(=O)c1ccccc1)Nc1cccnc1	1588	1893
COc1cc(/C=N/OCC(=O)Nc2cc(C)on2)ccc1OCc1ccccc1	1687	1949
CC(C)(C)C(=O)Nc1ccc(N2CCN(S(C)(=O)=O)CC2)cc1	1509	1740
O=C1c2ccccc2NC(c2ccccc2Br)N1CCCN1CCOCC1 (centres undefined)	1592	1696
Cc1cccc(NC(=S)NCc2ccncc2)c1C	1580	1898
CC[C@H](C)[C@H](NC(N)=O)C(=O)Nc1ccccc1F	1365	1793
COc1ccc2c(COC(=O)CNC(=O)C34CC5CC(CC(C5)C3)C4)cc(=O)oc2c1	1684	1895
CC(C(=O)NCCS(=O)(=O)c1ccc(Cl)cc1)S(=O)(=O)c1ccccc1 (centres undefined)	1546	2057
Cc1sc(N)c(C#N)c1C	1546	1865
CC(=O)Nc1ccc(C(=O)Nc2nc(-c3cc(C)n(Cc4ccccc4)c3C)cs2)cc1	1497	1703
Cc1sc(NC(=O)COc2ccccc2)c(C#N)c1C	1444	1842
O=C(OCc1cncs1)c1ccccc1Cl	1496	1968
COC(=O)c1ccc(NC(=O)c2ccc(NC(=O)C3CCCO3)cc2)cc1 (centres undefined)	1637	1934
CCOC(=O)c1cn(Cc2ccc(Br)cc2)nn1	1673	1764
COc1ccc(-n2cc(CNCc3cnc4ccccn34)c(-c3cccc(F)c3)n2)cc1	1667	1895
CC(=O)Nc1ccc(N2C(=O)CC(Sc3nc4ccccc4s3)C2=O)cc1 (centres undefined)	1420	1746
O=C(COC(=O)c1cnc(Cl)c(Cl)c1)NCc1ccco1	1659	1915
SMILES	SRC3 TRFRET art	SRC1 TRFRET art
CCCCc1cn([C@@H](CCCCNC(=O)OC(C)(C)C)C(=O)N2CCN(C(=O)OC(C)(C)C)CC2)nn1	1572	1689
O=C(NCC1CCCO1)C1CCCN1C(=O)Nc1ccc(Cl)cc1 (centres undefined)	1562	1685
O=C(COc1ccc2ccccc2c1Br)NCc1ccccn1	1684	1823
O=C(Cn1cc(/C=N/NC(=O)c2ccccc2Br)c2ccccc21)Nc1ccc(F)cc1	1385	1480
O=C(CSc1nnnn1-c1ccc(F)cc1)NCc1cccs1	1584	1795
CCCCNC(=O)C1c2cc(OC)c(OC)cc2C(=O)N(C)C1c1ccc(OC)cc1 (centres undefined)	1712	1650
NS(=O)(=O)c1ccc(NC(=S)NCc2cccs2)cc1	1579	1719
NC(N)=NNC(=O)c1ccccc1Cl	1550	1628
O=C(NCc1ccncc1)NC1CCCCC1	1751	1927
CCC(C)(C(=O)NC1CCCC1)N(C)C(=O)Cc1c[nH]c2ccccc12 (centres undefined)	1683	1821
COc1ccccc1Cn1c(=S)[nH]c2cc(C(=O)NCC3CCCO3)ccc2c1=O (centres undefined)	1569	2044
COc1cccc(-c2nn(C)c3sc(C(=O)NCc4ccc(C)o4)cc23)c1	1589	1675
CCCNc1nc(=S)n(-c2ccccc2)c(C)c1C(C)=O	1462	1492
CCNC(=S)NCc1ccc2[nH]c(C)cc2c1	1447	1559
O=C(Oc1cccc(-n2cnnn2)c1)c1ccccc1	1401	1816
CCCn1c(SCN2C(=O)c3ccccc3C2=O)nc2cc(Cl)ccc2c1=O	1687	1915
COc1ccc(CN2CCN(Cc3ccccc3)C(CCO)C2)cc1OC (centres undefined)	1472	1915
CCCCn1c(SCC(=O)Nc2cc(C(F)(F)F)cc(C(F)(F)F)c2)nnc1C(CC)N(C)C (centres undefined)	1513	1863
CCOc1cccc2sc(Nc3nc4ccc(NC(C)=O)cc4s3)nc12	1625	2029
CCN(CC(=O)Nc1cc(Cl)ccc1C)C(=O)C1CCCCC1	1779	1898
CC(C)(C)C(=O)Nc1nnc(SCc2cccc(F)c2)s1	1567	1698
O=C(Cc1ccccc1)N1CCN(C(=O)c2ccc([N+](=O)[O-])cc2)CC1	1588	1681
c1cncc(CSc2ccc(-c3cccnc3)nn2)c1	1567	1805
O=C(O)c1ccccc1Nc1ccc(OC(F)F)cc1	1827	1950
CC(C)N1CCN(Cc2ccc(C#CC(C)(C)O)s2)CC1CCO (centres undefined)	1271	1770

Compound profiles, from the list above. Values in the order: SRC3 TRFRET art | SRC1 TRFRET art
Entry for COc1cccc(-c2nn(C)c3sc(C(=O)NCc4ccc(C)o4)cc23)c1 : 1589 | 1675
Entry for CCCCn1c(SCC(=O)Nc2cc(C(F)(F)F)cc(C(F)(F)F)c2)nnc1C(CC)N(C)C (centres undefined) : 1513 | 1863
Entry for CCCCNC(=O)C1c2cc(OC)c(OC)cc2C(=O)N(C)C1c1ccc(OC)cc1 (centres undefined) : 1712 | 1650
Entry for NC(N)=NNC(=O)c1ccccc1Cl : 1550 | 1628
Entry for CC(C)(C)C(=O)Nc1nnc(SCc2cccc(F)c2)s1 : 1567 | 1698
